Large T inhibition: SV40 large T antigen inhibitors, biochemical (AID 1903); SV40 large T antigen ATPase/helicase inhibition assay; higher % means a stronger effect; inhibition, % at 20 µM, or IC50 in µM where a hit was titrated; hit rate 0.39% among 310,000; in the data active = a potency from the dose series; inconclusive = inhibition mostly from about 32% at the one dose, without a potency; inactive = the rest, 99 in 100 with inhibition below about 32%; also: strong numbers were not always called active
GPR55 LPI antagonism: GPR55 antagonists blocking LPI-driven arrestin recruitment, primary screen, imaging, U2OS, beta-arrestin-GFP, LPI agonist (AID 2013); U2OS GPR55 beta-arrestin-GFP translocation imaging, LPI antagonism; higher % means a stronger effect; inhibition, % at 10 µM, or IC50 in µM where a hit was titrated; hit rate 0.13% among 290,000;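 active = spots per cell inhibited over 60%, with over 100 cells counted and total cytoplasm intensity under 500,000; inconclusive = wells with under 100 cells, flagged as likely toxic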;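 also: U2OS cells stably carrying GPR55 and arrestin-GFP stimulated by 5 µM LPI near EC80; imaged beta-arrestin-GFP aggregate spots per cell after agonist stimulation; plate controls were LPI-stimulated DMSO wells for no effect and DMSO wells without LPI for full effect; some results filed as inactive read as strong as hits; confirmed hits need IC50 under 10 µM and bright autofluorescent wells are also inconclusive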
GPR55 activation: selective activators of receptor GPR55 – imaging, U2OS cells, beta-arrestin-GFP redistribution, primary screen (AID 1961). U2OS GPR55 beta-arrestin-GFP redistribution imaging; higher % means a stronger effect. one-dose activation, % at 10 µM; EC50 in µM for titrated hits. hit rate 0.048% among 290,000;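 active = activation above 40% with more than 50 cells counted in the well; inconclusive = wells holding fewer than 50 cells, flagged as toxic or sparse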;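 also: U2OS osteosarcoma cells stably expressing GPR55 and beta-arrestin-GFP; plate controls were DMSO negative control for no effect and LPI positive control for full effect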
NS5 inhibitors: flavivirus cap methylation enzyme inhibition – biochemical, confirmation dose response, primary screen (AID 588689). hit rate 0.3% among 340,000. one-dose inhibition, % at 25 µM; IC50 in µM for titrated hits. Dengue-2 NS5 methyltransferase capping enzyme assay, biochemical; higher % means a stronger effect; in the data active = a potency from the dose series; inconclusive = inhibition above about 29% without an active follow-up result
NTR1 ag: NTR1-driven beta-arrestin-GFP spot formation – imaging, U2OS cells, high content, primary screen (AID 493036). P30989. agonist mode. activation, % at 20 µM. hit rate 0.17% among 330,000;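 active = activation at or above 40% of the spot to cytoplasm intensity ratio, with at least 20 cells analyzed; inconclusive = wells under 20 cells, flagged as cytotoxic or low count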;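 also: 0% = DMSO without peptide and 100% = 100 nM NTR1 peptide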
Target sequence (P30989 whole entry, looked up): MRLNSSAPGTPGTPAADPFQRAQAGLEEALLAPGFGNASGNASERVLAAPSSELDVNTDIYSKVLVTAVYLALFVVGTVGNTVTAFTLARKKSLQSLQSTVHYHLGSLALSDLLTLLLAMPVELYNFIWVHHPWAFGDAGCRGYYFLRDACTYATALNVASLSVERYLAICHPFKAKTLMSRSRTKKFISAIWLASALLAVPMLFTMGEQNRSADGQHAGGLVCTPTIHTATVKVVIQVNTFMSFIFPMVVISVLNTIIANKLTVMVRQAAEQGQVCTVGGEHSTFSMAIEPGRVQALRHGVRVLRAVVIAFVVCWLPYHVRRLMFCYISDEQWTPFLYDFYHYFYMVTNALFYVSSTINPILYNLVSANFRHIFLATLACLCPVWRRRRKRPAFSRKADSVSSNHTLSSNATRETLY
AID2073: disruptors of CaV2.2 binding to Mint1 – biochemical, HTRF (AID 2073); HTRF protein-protein interaction, Mint1-CaV2.2; higher % means a stronger effect; inhibition, % at 20 µM; hits with a dose series show IC50 in µM; hit rate 0.19% among 290,000; in the data active = inhibition mostly above about 51%, no sharp cut-off; inconclusive = no clear call, values can overlap the other calls; inactive = mostly below about 53%; also: some results filed as inactive read as strong as hits
GPR35 arrestin U2OS: GPR35 antagonists blocking zaprinast-driven arrestin recruitment, primary screen, imaging, U2OS, beta-arrestin-GFP, zaprinast agonist (AID 2058); U2OS GPR35 beta-arrestin-GFP translocation imaging, zaprinast antagonism; higher % means a stronger effect; inhibition, % at 10 µM, or IC50 in µM where a hit was titrated; hit rate 0.052% among 290,000;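 active = inhibition of at least 50% with at least 30 cells and total cytoplasm GFP at most 10,000,000; inconclusive = under 30 cells or total GFP of 10,000,000 plus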
Yfh1-depleted yeast: mitochondrial function rescue without frataxin homolog – Friedreich's ataxia, plus single-dose screen, dose response (AID 1465). S. cerevisiae Yfh1-off respiration, WST-1 reduction, 72 h; higher fold induction means a stronger effect. fold induction at 50 µM, or EC50 in µM where a hit was titrated. hit rate 0.074% among 220,000;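 active = fold induction of absorbance versus untreated yeast above a set limit, then at least 30% activation at any dose in follow-up; inconclusive = repeats straddling the limit, or above it without dose testing; inactive = fold induction below the set limit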;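 also: activators that raise dye reduction in frataxin-depleted yeast; strong numbers were not always called active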
MgcRacGAP inhibition: MgcRacGAP GTPase-activating activity inhibitors, confirmation, biochemical, ADP Hunter fluorescence; MgcRacGAP-stimulated Rac1 GTP hydrolysis, ADP Hunter fluorescence; higher % means a stronger effect; GST-tagged Rac1 F28L mutant substrate; one-dose inhibition, % at 30 µM; IC50 in µM for titrated hits; hit rate 0.6% among 340,000; AID 624330;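 active = first-screen hits whose inhibition reached a set limit at any dose in the follow-up dose series; inconclusive = inhibition above the set first-screen limit but never retested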;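 also: fluorescence reports GDP produced by GAP-driven GTP hydrolysis; strong numbers were not always called active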
NTR1 ag cell count 20 µM: also measured in NTR1 ag; calls as there; cell count; measured here: cell count, cytotoxicity flag
NS5 inhibitors pilot replicate: second read-out of NS5 inhibitors, no call of its own (marks repeat the call); inhibition, %; measured here: pilot screen replicate inhibition
Numbers without * were called inactive; i = inactive; ? = inconclusive; . = no result given.

SMILES | Large T inhibition | GPR55 LPI antagonism | GPR55 activation | NS5 inhibitors | NTR1 ag | NTR1 ag cell count 20 µM | AID2073 | GPR35 arrestin U2OS | Yfh1-depleted yeast | MgcRacGAP inhibition | others
O=C(COC(=O)CNS(=O)(=O)/C=C/c1ccccc1)Nc1cccc2ccccc12 | 15% | -1% | -0.1% | -2% | 0.1 | 74 | -1% | -7% | i | 7%
C/C(=N\NC(=O)Cc1ccc(Cl)cc1)c1cccc(NC(=O)c2cccnc2)c1 | 11% | 3% | -0.1% | 0% | 3.5 | 68 | -6% | -1% | . | 5%
O=C(CSc1nnc(Nc2ccccc2)s1)NN1C(=O)NC2(CCCCC2)C1=O | 10% | 10% | . | -4% | 1.4 | 57 | -2% | -2% | i | 0%
C/C(=N/OC(=O)c1ccc(Br)cc1)c1ccc(C)cc1 | 2% | 14% | -0.1% | 2% | 0.8 | 55 | 8% | 16% | . | 7%
CCOC(=O)CSc1nc2sc(C)c(C)c2c(=O)n1C | -3% | 2% | -0.1% | -2% | 1.8 | 84 | 6% | 4% | i | 0%
O=C(CN(C(=O)CNS(=O)(=O)c1ccccc1)c1ccc2c(c1)OCCO2)NC1CCCCC1 | 24% | 3% | 0.1% | -9% | -0.8 | 47 | -4% | 2% | i | 10%
CC(NC(=O)c1ccnc(C(C)(C)C)c1)c1ccccc1 (stereo unspecified) | 3% | 5% | -0.1% | -5% | 1.4 | 81 | 3% | 0% | i | 6%
O=C(O)c1ccc(NS(=O)(=O)c2ccc(Cl)c(C(=O)Nc3ccccc3[N+](=O)[O-])c2)cc1 | 8% | 4% | -0.2% | 4% | 1.1 | 65 | 3% | 3% | . | 11%
N#CCSc1nnc(COc2cccc3ccccc23)n1-c1ccccc1 | 5% | 11% | -0.4% | -7% | 2.1 | 82 | -16% | 10% | i | 11%
Cc1nn(-c2ccccc2)c(C)c1C(=O)NCc1cccs1 | -17% | -5% | 0.2% | -5% | -1.1 | 54 | -13% | -5% | i | 8%
COc1cc(NC(=O)c2ccco2)c(C(=O)O)cc1OC | 16% | 14% | 0.0% | 2% | 1.8 | 70 | 7% | 7% | i | 9%
O=C1NNC(=O)C2C3C=CC(C4CC34)C12 (stereo unspecified) | ? | -11% | -0.1% | -1% | -0.6 | 62 | -1% | -13% | i | 5%
CN(Cc1ccccc1)C(=S)NC(=O)C1CCCCC1 | 23% | 8% | -0.2% | -3% | -0.6 | 96 | -19% | 11% | i | 1%
CCOc1ccc(NC(=O)CSc2nnc(-c3ccncc3)n2CC2CCCO2)cc1 (stereo unspecified) | 6% | -12% | 0.7% | -6% | -1.7 | 94 | 4% | 0% | i | 8%
CCOc1ccc(CC(=O)Nc2ccc(NC(=O)c3ccco3)cc2)cc1OCC | 15% | -1% | 0.7% | 8% | . | . | 2% | -7% | i | 9%
CCOC(=O)c1cc(C)sc1NC(=O)CN1CCN(C(=O)C2CCCO2)CC1 (stereo unspecified) | 26% | -9% | -0.2% | -2% | 0.2 | 49 | -2% | 5% | . | 5%
O=[N+]([O-])c1cc(-c2nnc(C34CC5CC(CC(C5)C3)C4)o2)cc([N+](=O)[O-])c1 | 0% | -4% | 0.1% | 0% | 5.1 | 71 | -3% | 6% | . | 7%
COc1ccc(NC(=O)CCC(=O)N2CCOCC2)c([N+](=O)[O-])c1 | 18% | -4% | 0.4% | 1% | 0.3 | 53 | 6% | 0% | . | 8%
COc1ccc(OCC(=O)N2CCN(C(=O)c3cccc4ccccc34)CC2)cc1 | 17% | 8% | -0.4% | -3% | 0.7 | 84 | 14% | 8% | i | 5% | NS5 inhibitors pilot replicate=1.1
O=C(C(=O)N1CCCCC1)c1cn(CC(=O)N2CCCCCC2)c2ccccc12 | 16% | 30% | -0.1% | 3% | -0.3 | 67 | 10% | 11% | . | 4%
CCN(CC(=O)NCCCn1ccnc1)S(=O)(=O)c1ccc(C)cc1 | -3% | 0% | 0.3% | -3% | 1.1 | 49 | -3% | 18% | . | -9%
O=S(=O)(CCSc1nc2ccccc2o1)Cc1ccccc1 | 7% | -8% | -0.1% | -1% | 0.8 | 39 | -1% | 1% | i | 14%
Cc1cc2oc(=O)c(CC(=O)O)c(C)c2c2occ(C(C)(C)C)c12 | 10% | -2% | -0.1% | -3% | 1.0 | 82 | 19% | -4% | . | 9%
COc1ccccc1C1=NOC(COc2ccc3c(C)cc(=O)oc3c2)C1 (stereo unspecified) | 1% | -14% | -0.1% | . | 6.6 | 66 | -13% | 10% | i | .
CCOC(=O)C1(CC2CCCCO2)CCN(S(=O)(=O)c2ccsc2)CC1 (stereo unspecified) | -5% | -10% | -0.2% | -4% | 1.7 | 42 | -4% | -12% | i | 3%
COC(C#CCCN(C)C)(c1ccccc1)c1ccccc1 | 7% | 7% | -0.2% | -3% | -0.4 | 54 | 10% | -8% | i | -3%
CCOC(=O)C1=C(c2ccccc2)N(C)C(=O)NC1c1ccc(O)c(OC)c1 (stereo unspecified) | 21% | 21% | 0.2% | -3% | -0.2 | 65 | -9% | 0% | i | 3%
Cc1ccccc1C1C(C#N)=C(N)N(N(C)C)C2=C1C(=O)CC(C)(C)C2 (stereo unspecified) | 7% | 10% | 0.0% | -3% | 2.3 | 68 | 11% | -12% | . | 4%
COc1ccccc1N1CCN(C2CCCN(C(=O)c3oc(C)cc3C)C2)CC1 (stereo unspecified) | 7% | -2% | -0.1% | 0% | -0.3 | 52 | 5% | 3% | . | 7%
Cc1cccc2cc(CN(Cc3ccco3)C(c3nnnn3CCc3ccccc3)C(C)C)c(=O)[nH]c12 (stereo unspecified) | -1% | 7% | -0.2% | 1% | 2.5 | 56 | 21% | -16% | i | 6%
CCCSc1nc2c(c(=O)n(C)c(=O)n2C)n1C | 5% | 2% | -0.1% | 3% | 0.7 | 98 | -6% | 9% | i | 4%
Cc1ccccc1N1CCN(C(=O)NCc2cccc(Cl)c2)CC1 | 0% | 13% | 0.0% | -2% | 1.1 | 64 | -6% | 3% | . | 2%
COc1ccc(N(CC(=O)NCCc2cccc(C)c2)S(=O)(=O)c2c(C)noc2C)cc1 | 68% | -24% | -0.1% | -5% | -0.3 | 64 | 10% | -5% | . | 15%
Cc1oc2c(c1C(=O)c1ccc(Cl)cc1)C(=O)C(=O)c1ccccc1-2 | 6% | 2% | 0.2% | 28% | . | . | 9% | 4% | . | 10%
Cc1cc(Cl)ccc1OC(C)C(=O)Nc1ccc(S(=O)(=O)Nc2cnc3ccccc3n2)cc1 (stereo unspecified) | 15% | . | -0.1% | 23% | -0.1 | 58 | 5% | -12% | i | 5%
O=C(Nc1ccc(F)cc1F)N1CCCC(c2nc(-c3ccc(F)cc3)no2)C1 (stereo unspecified) | 9% | 15% | -0.1% | -1% | 0.9 | 91 | 0% | 14% | i | -5%
ONC(=Nc1ccccc1Cl)c1ccccc1Cl | 3% | 8% | 0.4% | -2% | 0.0 | 49 | -12% | -3% | i | 7%
NC(=O)c1nsc(C(=O)N(Cc2ccco2)C(C(=O)NCc2ccc(F)cc2)c2ccc(O)cc2)c1N (stereo unspecified) | 1% | 0% | -0.1% | -2% | 2.9 | 49 | 3% | 4% | . | 2%
CCOc1cccc(-c2nn3c(-c4ccco4)nnc3s2)c1 | 1% | 10% | -0.2% | -4% | 2.0 | 93 | 0% | -8% | i | 6% | NS5 inhibitors pilot replicate=-2.0
Cc1cc(-c2ccc(C)c(S(=O)(=O)NCCCN3CCN(c4ccccc4F)CC3)c2)on1 | 4% | -6% | 0.4% | -7% | 1.3 | 46 | 8% | 13% | . | 5%
O=C(CN1C(=O)c2cccnc2Oc2ccc(Cl)cc21)Nc1ccccc1F | . | 8% | -0.3% | -1% | -4.0 | 65 | 7% | 15% | . | 11%
CCCCn1nc(C(=O)N2CCc3ccccc32)c2ccccc2c1=O | 3% | -5% | -0.4% | -14% | 1.7 | 80 | -8% | -7% | i | 2% | NS5 inhibitors pilot replicate=0.6
COc1ccccc1C(=O)C1CCCN(C(=O)c2cnn(C(C)C)c2)C1 (stereo unspecified) | 7% | 6% | 0.0% | 10% | -0.2 | 52 | -5% | 16% | . | 10%
COc1ccccc1N1CCN(C(=O)/C=C/c2ccc3c(c2)OCO3)CC1 | 13% | 12% | -0.1% | -11% | -0.2 | 48 | -2% | 0% | i | 13%
CC(=O)c1c(C)[nH]c(C(=O)Nc2ccc(F)c(F)c2F)c1C | 2% | 2% | -0.2% | -7% | -0.8 | 44 | -4% | -1% | . | 4%
Cc1ccc(N(Cc2ccccc2F)S(C)(=O)=O)cc1C | 19% | -2% | -0.2% | 6% | 1.4 | 57 | -3% | 24% | i | 6%
O=C(c1cccnc1)N1CCN(C(=O)c2ccco2)CC1 | 21% | 10% | -0.3% | 0% | -0.8 | 54 | -14% | -17% | i | 2%
CC(=O)Nc1cccc(OCCCNC(=O)c2ccc(C(C)(C)C)cc2)c1 | 4% | 11% | -0.1% | . | 1.8 | 33 | 1% | 8% | i | .
COc1cc2cc(CN(Cc3cccs3)C(=S)Nc3ccc(C)cc3)c(=O)[nH]c2cc1OC | -3% | 11% | 0.4% | 0% | 3.6 | 54 | -2% | ? | i | 5%
NNC(=O)CNC(=O)c1cccc(Br)c1 | 7% | -11% | -0.1% | -3% | 8.5 | 72 | -4% | 15% | i | 7%
CCCC(C(=O)NC(C)(C)C)N(CCN1CCOCC1)C(=O)CNS(=O)(=O)c1ccccc1 (stereo unspecified) | 3% | 4% | -0.2% | -1% | 0.1 | 49 | 4% | -14% | . | -1%
O=C(Nc1ccc(F)cc1)N1CCN(c2ncccn2)CC1 | . | 16% | -0.1% | -4% | 0.4 | 67 | -4% | 24% | i | -3%
CCn1nnc(NC(=O)C(c2ccccc2)c2ccccc2)n1 | . | 5% | -0.1% | 4% | 1.7 | 55 | -6% | 7% | i | 7%

Bioassay records as filed in PubChem BioAssay.
